# TRPC4 act: activators of mouse TRPC4 channel, primary screen, Fluo4 calcium, HEK293 TRPC4beta/mu-opioid cells; Short transient receptor potential channel 4 (Mus musculus), Q9QUQ5; Fluo4 calcium fluorescence; stronger effect = higher value; B-score at 10 µM; hit rate 0.49% among 310,000;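 active = B-score above 5 SD of library B-scores, and initial fluorescence ratio not above library mean plus 5 SD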;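 note: positive B-score marks a calcium rise read as TRPC4 activation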
#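 Incubation: 45 min room-temperature Fluo4 loading, 110 s read / System: HEK293 cells stably co-expressing mouse TRPC4beta and mu-opioid receptor / Signal: Fluo4 fluorescence, kinetic / Control set: buffer (low) and maximal DAMGO (high) / Measure: integrated baseline-normalised fluorescence ratio, converted to per-well B score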
# AI-2 QS modul: Vibrio harveyi AI-2 quorum sensing modulators, primary screen, JMH597 strain, luminescence/OD600 ratio. Vibrio harveyi JMH597 AI-2 luminescence/OD600 ratio, 9 h; stronger effect = lower value; strain lacks LuxN and CqsS sensors; 0 = neutral-control median. hit rate 0.4% among 300,000. AID 2094, 2009. activity change, % at 7.5 µM; in the data active = activity change below about -75%, passing the limit was not always enough;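 note: luminescence divided by OD600 gain over 9 h not by final OD600 alone; inactives centre near 13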
# TRPC4 PAM: positive allosteric modulators of TRPC4, primary screen, cell-based, mouse TRPC4beta, HEK293 mu-opioid, Fluo-4 calcium | Short transient receptor potential channel 4 (Mus musculus), Q9QUQ5 | DAMGO EC20, Fluo-4 Ca2+ flux; stronger effect = higher value | B-score at 10 µM | hit rate 0.42% among 310,000;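 active = B-score of calcium response area above 5 SD of library B-scores, with initial fluorescence ratio within 5 SD of library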;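 note: B-score of integrated fluorescence ratio over time as area under calcium response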
# MrgX1 agonist: agonists of human MrgX1 receptor, primary screen, HEK293 cells, Fluo-4 calcium flux | Mas-related G-protein coupled receptor member X1 (Homo sapiens), Q96LB2 | Fluo-4 calcium fluorescence, agonist mode; stronger effect = higher value | B-score at 10 µM | hit rate 0.44% among 310,000;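 active = calcium response B-score plate-corrected fluorescence ratio at least 3 library SD, with starting fluorescence B-score inside 5 SD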
#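 Material – MrgX1-expressing HEK293 cells · Input – 15,000 cells seeded per well · Dosing – compound as first of three additions · Times – overnight seeding, then 1 h dark dye loading · Measured by – kinetic Fluo-4 NW fluorescence of intracellular calcium · Read-out – B-scored fluorescence response ratio · Benchmarks – positive and negative control wells on each plate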
# HIF activator: HIF pathway transcriptional activators, primary screen, cell-based, U2OS HRE-luciferase, luminescence. U2OS HRE-luciferase reporter; normalized: DMSO 0%, desferrioxamine 100%. hit rate 0.32% among 300,000. activation, % at 7.5 µM (by protocol);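 active = mean activation of at least 10% of the iron chelator positive control signal, with at least half of replicates also reaching 10%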
# PolyA inhibitor: polyadenylation inhibitors in yeast reporter cells, primary screen, luminescence, S. cerevisiae; S. cerevisiae SKY197-pL101 polyadenylation reporter, beta-gal luminescence; efflux-impaired pdr1/pdr3 knockout yeast; score 100 = 6 SD above DMSO; calls only at 12 µM; hit rate 0.02% among 300,000;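 active = lowest replicate activity score at least 50, where 100 means six control SD above control mean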;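 note: yeast exposed to compound for 9 h at 30 °C; higher score means more reporter readthrough which indicates perturbed polyadenylation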
# TRPC4 inh: inhibitors of mouse TRPC4 channel, primary screen, Fluo4 calcium, HEK293 TRPC4beta/mu-opioid cells. hit rate 0.39% among 300,000. Short transient receptor potential channel 4 (Mus musculus), Q9QUQ5. B-score at 10 µM. DAMGO-evoked Fluo4 calcium flux; stronger effect = lower value. AID 2247, 2010;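 active = B-score over 3 SD under the library average, no early fluorescence shift, positive overall ratio signal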
#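 test system = HEK293 cells with stable TRPC4beta plus mu-opioid receptor expression | detection = Fluo4 Ca2+ flux fluorescence | read-out = integrated fluorescence ratio relative to baseline, converted to per-well B score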
# MrgX1 antagonist: antagonists of human MrgX1 receptor, primary screen, HEK293 cells, Fluo-4 calcium flux; BAM8-22 antagonism; stronger effect = lower value; B-score at 10 µM; hit rate 1.3% among 310,000;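 active = calcium-response B-score plate-corrected more than 3 library SD below zero, starting fluorescence within 5 deviations, no agonist response on first addition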;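 note: peak minus trough fluorescence over baseline after final BAM8-22 challenge near maximal dose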
# TRPC6 act: mouse TRPC6 channel activators, primary screen, cell-based, HEK293, membrane potential dye. Short transient receptor potential channel 6 (Mus musculus), Q61143. HEK293-TRPC6 membrane potential dye fluorescence; stronger effect = higher value. B-score at 10 µM. hit rate 0.13% among 310,000. AID 2550, 2010;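 active = B-score of the integrated fluorescence ratio above library mean plus 3 SD, and starting fluorescence ratio within library mean plus 5 SD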;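 note: higher score means more depolarization so channel activation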
# Target sequence (Q61143 whole entry, looked up): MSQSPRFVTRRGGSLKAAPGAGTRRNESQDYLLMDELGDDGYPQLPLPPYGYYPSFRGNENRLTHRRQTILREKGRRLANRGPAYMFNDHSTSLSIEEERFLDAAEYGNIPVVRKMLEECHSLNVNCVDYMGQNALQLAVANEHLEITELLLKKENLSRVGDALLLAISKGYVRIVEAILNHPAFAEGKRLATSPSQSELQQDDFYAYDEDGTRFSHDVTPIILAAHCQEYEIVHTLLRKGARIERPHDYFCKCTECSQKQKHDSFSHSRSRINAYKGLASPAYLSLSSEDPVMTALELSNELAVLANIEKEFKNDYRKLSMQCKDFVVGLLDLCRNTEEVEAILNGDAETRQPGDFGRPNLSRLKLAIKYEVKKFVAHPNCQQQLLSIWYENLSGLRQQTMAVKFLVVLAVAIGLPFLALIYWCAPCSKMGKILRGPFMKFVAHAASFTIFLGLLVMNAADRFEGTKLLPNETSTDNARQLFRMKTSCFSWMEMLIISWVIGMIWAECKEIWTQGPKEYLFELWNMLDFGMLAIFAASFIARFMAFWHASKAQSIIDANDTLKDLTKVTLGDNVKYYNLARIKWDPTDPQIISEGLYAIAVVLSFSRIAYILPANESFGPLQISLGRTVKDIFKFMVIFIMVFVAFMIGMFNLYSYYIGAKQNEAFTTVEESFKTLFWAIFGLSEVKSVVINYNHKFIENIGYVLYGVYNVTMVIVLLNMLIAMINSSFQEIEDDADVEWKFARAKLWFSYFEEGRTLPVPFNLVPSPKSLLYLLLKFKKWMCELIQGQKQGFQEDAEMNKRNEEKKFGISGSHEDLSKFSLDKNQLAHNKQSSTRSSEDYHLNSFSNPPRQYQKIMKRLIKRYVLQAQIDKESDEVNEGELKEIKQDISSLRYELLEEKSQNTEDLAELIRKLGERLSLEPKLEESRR
# MrgX1 allo act: positive allosteric modulators of MrgX1, primary screen, HEK293 cells, Fluo-4 calcium flux; Mas-related G-protein coupled receptor member X1 (Homo sapiens), Q96LB2; FDSS; stronger effect = higher value; B-score at 10 µM; hit rate 0.63% among 310,000; AID 588675, 2011;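 active = plate-corrected calcium response at least 3 library SD above typical, normal starting fluorescence, not activating the receptor alone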;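 note: compound read alongside a low EC10 to EC30 dose of BAM8-22 agonist; peak minus trough fluorescence over baseline measured at the second addition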
# TRPC6 inh: mouse TRPC6 channel inhibitors, primary screen, cell-based, HEK293, membrane potential dye; ACh-evoked depolarization; stronger effect = lower value; B-score at 10 µM; hit rate 1.1% among 310,000;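 active = B-score under library mean minus 3 SD, initial fluorescence not abnormally high, positive integrated signal ratio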;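 note: B-score derived from integrated fluorescence ratio over the kinetic read; more negative B-score means stronger inhibition of depolarization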
# Active calls of the source: *; i = inactive; · = not tested or not shown. These rows are one share of the data. The share of hits here may be higher or lower than overall.
SMILES,TRPC4 act,AI-2 QS modul,TRPC4 PAM,MrgX1 agonist,HIF activator,PolyA inhibitor,TRPC4 inh,MrgX1 antagonist,TRPC6 act,MrgX1 allo act,TRPC6 inh
O=C1OC(c2ccco2)=N/C1=C\c1ccc(-c2cccc(C(F)(F)F)c2)o1,i,19,i,i,0.0,i,i,i,i,i,i
CS(=O)(=O)Nc1ccc(C(=O)Nc2ccc(S(=O)(=O)N3CCCC3)cc2)cc1,i,17,i,i,-0.3,i,i,i,i,i,i
Cc1ccccc1NC(=O)CSc1nn2c(=O)c(C)nnc2s1,i,19,i,i,-0.2,i,i,i,i,i,i
COc1ccc(C(CC(=O)O)NC(=O)c2ccccc2)cc1OC (stereo unspecified),i,32,i,i,0.0,i,i,i,i,i,i
CCCS(=O)(=O)N1CCN(c2cc3c(cc2[N+](=O)[O-])n(C)c(=O)n3C)CC1,i,8,i,i,-0.1,i,i,i,i,i,i
COc1ccc(OC)c(N(CC(=O)Nc2ccccc2)S(C)(=O)=O)c1,i,8,i,i,-0.3,i,i,i,i,i,i
O=C(Nc1ccccc1)NC(Cc1ccc(O)cc1)C(=O)O (stereo unspecified),i,19,i,i,0.0,i,i,i,i,i,i
CCc1cccc(NC(=O)C2CCN(S(=O)(=O)c3cccs3)CC2)c1,i,19,i,i,0.5,i,i,i,i,i,i

# An excerpt of these results, with each value named.
CCCS(=O)(=O)N1CCN(c2cc3c(cc2[N+](=O)[O-])n(C)c(=O)n3C)CC1
  TRPC4 act: i | AI-2 QS modul: 8 | TRPC4 PAM: i | MrgX1 agonist: i | HIF activator: -0.1 | PolyA inhibitor: i | TRPC4 inh: i | MrgX1 antagonist: i | TRPC6 act: i | MrgX1 allo act: i | TRPC6 inh: i

CCc1cccc(NC(=O)C2CCN(S(=O)(=O)c3cccs3)CC2)c1
  TRPC4 act: i | AI-2 QS modul: 19 | TRPC4 PAM: i | MrgX1 agonist: i | HIF activator: 0.5 | PolyA inhibitor: i | TRPC4 inh: i | MrgX1 antagonist: i | TRPC6 act: i | MrgX1 allo act: i | TRPC6 inh: i

# The listing continues.
SMILES,TRPC4 act,AI-2 QS modul,TRPC4 PAM,MrgX1 agonist,HIF activator,PolyA inhibitor,TRPC4 inh,MrgX1 antagonist,TRPC6 act,MrgX1 allo act,TRPC6 inh
CCOc1ccc2nc(COC(=O)c3ccco3)c(C(C)=O)[n+]([O-])c2c1,i,0,i,i,-0.4,i,i,i,i,i,i
COc1ccc(-c2csc(N(CCCN(C)C)C(=O)c3cccs3)n2)cc1,56*,6,i,i,-0.5,i,i,i,i,i,i
C=CCOC(=O)N1CCN(c2cccc(C(F)(F)F)c2)CC1,i,25,i,i,0.4,i,i,i,i,i,i
Cn1c(N)c(C(=O)COC(=O)CCCc2nc3ccccc3s2)c(=O)n(C)c1=O,i,21,i,i,-1.0,i,i,i,i,i,i
Cc1ncc(CC(=O)n2cc(C(=O)c3cc(Cl)ccc3O)cn2)s1,i,26,i,i,0.3,i,i,i,i,i,i
Cc1cc(NC(=O)COC(=O)[C@@H](NS(=O)(=O)c2ccc(Br)cc2)C(C)C)no1,i,13,i,i,0.1,i,i,i,i,i,i
CC(C)(C)C(=O)NC(=S)N1CCOCC1,i,18,i,i,0.0,i,i,i,i,i,i
CCOc1ccccc1N(CC(=O)Nc1cccc2ccccc12)S(C)(=O)=O,i,-7,i,i,0.1,i,i,i,i,i,i
COc1cccc(NC(=O)CN2CCN(c3ccccc3F)CC2)c1,i,6,i,i,0.2,i,i,i,i,i,i
CC1=C(C(=O)OC2CCCCC2)C(c2ccco2)C2=C(CC(C)(C)CC2=O)N1 (stereo unspecified),i,28,i,i,-0.5,i,i,i,i,i,i
[O-][n+]1ccc(OCc2ccccc2)cc1,i,10,i,i,-1.2,i,i,i,i,i,i
N#Cc1ccccc1Cn1c(=O)n(CCC(=O)NCc2ccco2)c(=O)c2ccccc21,i,24,i,i,-2.6,i,i,i,i,i,i
NC(=O)CSc1nnc(NC(=O)c2ccc3ccccc3c2)s1,i,204,i,i,-1.7,i,i,i,i,i,i
Cc1ccc(NC(=S)NCCO)c(C)c1,i,10,i,i,0.1,i,i,i,i,i,i
O=C1NC2(CCCCCCC2)C(=O)N1Cc1ccc(F)cc1,i,-1,i,i,-0.1,i,i,i,i,i,i
CCc1cc(Cn2nc(-c3ccccc3)cc2C(=O)NCC2CC2)on1,i,18,i,i,2.9,i,i,i,i,i,i
COc1ccc(COC(=O)C2=C(C)NC(=O)NC2c2ccccc2F)cc1 (stereo unspecified),i,22,i,i,0.3,i,i,i,i,i,i
Cc1cccc(NC(=S)Nc2cccc(C(F)(F)F)c2)n1,i,17,i,i,-1.6,i,i,i,i,i,i
O=C(Nc1ccc(Cl)cc1)C1C2C=CC3(O2)C1C(=O)N(CCCN1CCCCC1)C3C(=O)NC1CCCCC1 (stereo unspecified),i,·,i,i,0.0,i,i,i,i,i,i
CCC(=O)N1CCc2cc(S(=O)(=O)CCC(=O)N3CCN(c4ccccc4)CC3)ccc21,i,14,i,i,0.8,i,i,i,i,i,i
Cc1nc(-c2ccccc2)sc1C1(C)CC(c2c(Cl)cccc2Cl)=NO1 (stereo unspecified),i,19,i,i,0.7,i,i,i,i,i,i
CN1CCc2c(C#N)c(N3CCOCC3)nc(NCC3CCCO3)c2C1 (stereo unspecified),i,22,i,i,-0.2,i,i,i,i,i,i
Cc1ccc(S(=O)(=O)NCC(c2cccnc2)N2CCOCC2)cc1 (stereo unspecified),i,10,i,i,0.2,i,i,i,i,i,i
Cc1ccc(C(=O)CSc2nc3ccc(C(=O)NCCN4CCCCC4)cc3c(=O)[nH]2)cc1,i,4,i,i,0.4,i,i,i,i,i,i
COc1ccc(C(=O)CN(C(=O)c2ccc(Cl)cc2)N2C(=O)C3CCCCC3C2=O)cc1 (stereo unspecified),i,37,i,i,0.1,i,i,i,i,i,i
COc1ccc(NC(=O)CN2C(=O)NC3(CCCC3)C2=O)cc1OC,i,11,i,i,0.4,i,i,i,i,i,i
CC(C)CC(c1nnnn1CC1CCCO1)N1CCN(c2cccc(Cl)c2)CC1 (stereo unspecified),i,5,i,i,-0.9,i,i,i,i,i,i
COCc1nnc(NS(=O)(=O)c2ccc(NC(C)=O)cc2)s1,i,45,i,i,0.3,i,i,i,i,i,i
O=C(COc1ccc2c3c(c(=O)oc2c1)CCC3)NCc1ccccn1,i,11,i,i,-0.1,i,i,i,i,i,-6.1*
CC(=O)N1CCN(c2ccccc2NC(=O)c2ccc(-c3cccc([N+](=O)[O-])c3)o2)CC1,i,18,i,i,0.0,i,i,i,i,i,i
C=CCSc1nc2ccsc2c(=O)n1-c1ccccc1,i,14,i,i,-0.3,i,i,i,i,i,i
CSc1nnc(-c2sc3cc(Cl)ccc3c2Cl)n1C,i,27,i,i,1.6,i,i,i,i,i,i
COc1ccc(-c2nn(-c3ccccc3)cc2C(=O)NCCCn2ccnc2)cc1,i,27,i,i,0.1,i,i,i,i,i,i
O=C1/C(=C/c2cccs2)CCc2ccccc21,i,20,i,i,4.6,i,i,i,i,i,i
Cc1nnc(SCC(=O)NC(=O)Nc2ccc3c(c2)OCCO3)s1,i,18,i,i,-0.6,i,i,i,i,i,i
CC(=O)Nc1ccc(NC(=O)C(OC(=O)c2ccccc2)C(OC(=O)c2ccccc2)C(=O)O)cc1 (stereo unspecified),i,25,i,i,0.6,i,i,i,i,i,i
c1ccc(Cn2nnc3cnccc32)cc1,i,11,i,i,-0.4,i,-5*,-6.7*,i,i,-8.1*
Cc1c(Cl)cccc1NCC(=O)NN=C1CCCC1,i,21,i,i,-0.9,i,i,i,i,i,i
O=C(c1ccc(Br)o1)N1CCN(C23CC4CC(CC(C4)C2)C3)CC1,i,17,i,i,0.2,i,i,-5*,i,i,i
Cc1ccccc1C(=O)Nc1ccnn1C1CCN(Cc2cccnc2)CC1,i,1,i,i,-0.3,i,i,i,i,i,i
C=C(C)c1cccc(C(C)(C)NC(=O)Nn2cnnc2)c1,i,36,i,i,1.0,i,i,i,i,i,i
COc1ccc(-c2oc(NC(=O)CSc3nncn3C)c(C#N)c2-c2ccc(OC)cc2)cc1,i,-10,i,i,-23,i,i,i,i,i,i
Cc1ccc(CNS(=O)(=O)c2ccccc2[N+](=O)[O-])cc1,i,12,i,i,0.6,i,i,i,i,i,i
CCc1cc(=O)oc2cc(OS(C)(=O)=O)ccc12,i,22,i,i,-0.3,i,i,i,i,i,i
CC(OC(=O)C1CSC2(c3ccc(F)cc3)CCC(=O)N12)C(=O)NC(N)=O (stereo unspecified),i,29,i,i,0.4,i,i,i,i,i,i
Cc1ccc(C(=O)NCCNC(=O)c2ccccc2)cc1,i,16,i,i,-0.4,i,i,i,i,i,i
CC(=O)N1CCN(CC(=O)Nc2cccc(S(=O)(=O)N3CCCCCC3)c2)CC1,i,15,i,i,0.1,i,i,i,i,i,i
CC(C)Cc1nnc(NC(=O)CSc2ccccn2)s1,i,·,i,i,0.2,i,i,i,i,i,i
CC(=O)Nc1ccc(NC(=O)C(C)OC(=O)CNC(=O)c2ccc(-c3ccccc3)cc2)cc1 (stereo unspecified),i,15,i,i,0.1,i,i,i,i,i,i
Cc1cnc(=O)[nH]c1SCc1ccc(C(F)(F)F)cc1,i,23,i,i,-0.1,i,i,i,i,i,i
CCN1CCN(c2c(Cl)cccc2NC(=O)c2ccc([N+](=O)[O-])o2)CC1,i,21,i,i,-3.2,i,i,i,i,i,-8.7*
COc1ccc(S(=O)(=O)Nc2cc(C(=O)NC(C)C)ccc2N2CCOCC2)cc1,i,14,i,i,-2.4,i,i,i,i,i,i
